# FEN1 inh: qHTS Assay for the Inhibitors of Human Flap endonuclease 1 (FEN1); Recombinant FEN1 flap cleavage, fluorescence, 15 min; 390,000 tested, 0.35% active; Potency, µM (highest dose often 114 µM), without a hit: at the top dose activity change, negative = inhibition, most hits filed as inhibitors; P39748; also: nearly all actives have a fitted effect of over 65% in size
#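 Read-out was taken twice, immediately and after 15 min, following addition of 50 nM substrate to 10 nM FEN1 that had sat with test compound for 15 min at room temperature. Curves came from a four-parameter Hill model.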
# GCN5L2 inh: qHTS Assay for Inhibitors of GCN5L2; Histone acetyltransferase KAT2A (Homo sapiens), Q92830; GCN5L2 HAT assay, ThioGlo1 CoA-SH fluorescence; Potency, µM (highest dose often 58.9 µM), inactives show at the top dose activity change, negative = inhibition, hits mostly inhibitors; 390,000 tested, 0.21% active; AID 504327, 2011
# Target sequence (Q92830 whole entry, looked up): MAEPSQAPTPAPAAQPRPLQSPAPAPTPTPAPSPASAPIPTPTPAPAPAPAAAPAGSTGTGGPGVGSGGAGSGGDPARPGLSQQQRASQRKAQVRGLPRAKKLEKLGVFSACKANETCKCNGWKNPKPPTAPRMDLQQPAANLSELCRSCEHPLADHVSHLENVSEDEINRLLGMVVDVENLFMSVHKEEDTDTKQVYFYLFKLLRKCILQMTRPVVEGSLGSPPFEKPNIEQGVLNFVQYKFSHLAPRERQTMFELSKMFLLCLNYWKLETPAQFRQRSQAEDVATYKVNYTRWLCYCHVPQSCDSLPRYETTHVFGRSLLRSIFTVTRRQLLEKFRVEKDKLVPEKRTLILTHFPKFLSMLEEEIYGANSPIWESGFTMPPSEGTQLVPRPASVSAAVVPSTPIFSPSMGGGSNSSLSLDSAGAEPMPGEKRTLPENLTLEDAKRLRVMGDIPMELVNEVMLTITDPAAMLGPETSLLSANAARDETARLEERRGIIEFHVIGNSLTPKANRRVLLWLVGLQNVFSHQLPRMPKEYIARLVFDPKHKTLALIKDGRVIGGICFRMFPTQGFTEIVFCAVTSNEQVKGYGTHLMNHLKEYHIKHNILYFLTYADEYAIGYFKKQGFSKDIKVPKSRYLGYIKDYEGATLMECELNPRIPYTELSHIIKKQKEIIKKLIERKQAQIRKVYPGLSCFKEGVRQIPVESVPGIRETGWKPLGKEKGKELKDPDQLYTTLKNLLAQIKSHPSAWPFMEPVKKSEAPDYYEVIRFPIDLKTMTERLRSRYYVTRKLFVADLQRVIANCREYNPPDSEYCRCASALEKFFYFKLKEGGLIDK
#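 Enzyme at 20nM final was mixed with library compounds for 15 min at room temperature. Peptide H3(1-25) at 75uM, acetyl-CoA at 70uM and ThioGlo1 at 50uM were then added. Plates were read immediately and after 20 min (Ex340nm/Em540nm).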
# N370S GC mod: qHTS Assay for Inhibitors and Activators of N370S glucocerebrosidase as a Potential Chaperone Treatment of Gaucher Disease; Lysosomal acid glucosylceramidase (Homo sapiens), P04062; N370S GC spleen homogenate, 4MU-glucoside fluorescence; Potency, µM (highest dose often 59.4 µM), for inactives: at the highest dose activity change, negative = inhibition, most hits filed as inhibitors; 330,000 tested, 0.092% active;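 also: 0% = full enzyme activity and -100% = no enzyme basal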
# The depositor's hits bear a star; ? = inconclusive; . = not tested or not shown; & = joins results of further samples; [ ] = another dose, or the depositor's remark. Calls follow the shape of the dose curve; as a rule, active = well fitted curve in the direction sought with a large enough effect; inconclusive = small, poorly fitted or top-dose-only effect, or another doubt; inactive = no such curve, though single readings can be large; an effect the other way counts as inactive or inconclusive. Unless noted, % is scaled to controls: 0 for no effect and ±100 for the full control effect; potency is read from the fitted curve at half-maximal effect.
molecule	FEN1 inh	GCN5L2 inh	N370S GC mod
CCc1cc(=O)oc2cc(C)cc(OCC(=O)NC3CC3)c12	19%	-9%	-2%
O=C(CCN1C(=O)c2ccccc2C1=O)NCc1ccccc1	22%	-6%	-1%
O=C(N/N=C1\C2CN3CCN(C2)CC1(c1ccccc1)C3)c1ccc(F)cc1	-4%	-2%	2%
CCCOc1ccc(NC(=O)CC2C(=O)OCC3CCCCN32)cc1 (stereo not drawn)	-10%	2%	.
CN(Cc1cnccn1)C(=O)CC1C(=O)NCCN1Cc1c(F)cccc1Cl (stereo not drawn)	-8%	1%	4%
NC(=O)CSc1ccc(F)cc1	16%	-9%	-3%
O=C(CSc1nnnn1-c1ccc2c(c1)CCC2)NCc1cccs1	-11%	?	8%
CC(C)Oc1ccc(C(=O)Nc2ccc(S(=O)(=O)N3CCN(C)CC3)cc2)cc1	0%	-1%	-9%
COc1ccc(CC(=O)Nc2nnc3n2CCS3)cc1	10%	4%	.
CC(=O)NCCOc1ccc2oc3ccccc3c2c1	7%	.	-5%
Cc1cc(Cl)ccc1OCC(O)CNCCc1ccc(S(N)(=O)=O)cc1 (stereo not drawn)	13%	-3%	-15%
Cc1oc2ncnc(N3CCCCC3)c2c1C(=O)NCC1CCN(Cc2ccc(F)cc2)CC1	22%	1%	.
CCc1ccccc1NC(=O)C1CCN(c2nn3c(=O)cc(C)nc3s2)CC1	3%	2%	.
Oc1ccc(/C=N/N(c2ccccc2)c2ccccc2)c(O)c1O	.	-15%	0%
CCOc1ccc(NC(=O)Nc2ccc3c(c2)nc(C)n3C)cc1	-10%	-5%	-10%
CCOc1ccc(C(C)(C)C)cc1S(=O)(=O)N1CC(C)OC(C)C1 (stereo not drawn)	-12%	-20%	-4%
COc1ccc(NC(=O)C(CCSC)NC(N)=O)cc1Cl (stereo not drawn)	54%[activator]	-1%	3%
C[C@]12CCC(=O)C=C1CC[C@@H]1[C@@H]2C(=O)C[C@@]2(C)[C@H]1CC[C@]2(O)C(=O)CO	30%[57.1 µM]	0%&-4%&-4%	14%&2%&-3%
CS(=O)(=O)N(CC(=O)Nc1ccccc1)Cc1ccc(Cl)cc1	-6%	-4%	5%
Cc1ccc(NC(=O)CCC(=O)NNC(=O)C(C)(C)C)c(C)c1	14%	-4%	15%
O=C(NN=C1CCC(c2ccccc2)CC1)c1ccccc1-n1cccc1 (stereo not drawn)	4%	-10%	-5%
O=C(CCN(NC(=O)c1ccccc1)C1=NS(=O)(=O)c2ccccc21)NC1CCCCC1	-1%	-6%	7%
CC(=O)N1C(=O)/C(=C2\SC(=S)N(c3c(C)n(C)n(-c4ccccc4)c3=O)C2=O)c2ccccc21	1%	23%	1%
Oc1cccc(C=Nc2cccc3ccccc23)c1O	?	?	-9%
Cc1cccc(NCC(=O)N/N=C\c2ccccn2)c1	-7%	0%	-9%
O=C(COc1ccccc1)NC(=S)Nc1ccc(Br)cn1	16%	-2%	-8%
CC(=O)N1c2ccc(S(=O)(=O)N3CCC(C(=O)NCc4ccc(Cl)cc4)CC3)cc2CC1C (stereo not drawn)	-1%	-1%	-25%
CCN=C1S/C(=C/c2ccc(-c3ccc(F)cc3)o2)C(=O)N1CC	0%	-12%	-3%
COc1ccccc1OC(C)C(=O)Nc1ccc(S(=O)(=O)Nc2nccs2)cc1 (stereo not drawn)	-8%	-5%	-13%
Cc1cc(C)n2nc(S(=O)(=O)N(C)Cc3ccccc3)nc2n1	4%	0%	9%
Cc1sc2ncnc(N(C)CCc3ccccn3)c2c1C	-6%	-10%	2%
O=C(N/N=C/c1cc([N+](=O)[O-])ccc1O)/C(=C\c1cccs1)NC(=O)c1ccccc1	-3%	-16%	3%
COc1cccc(CNC(=O)CCCn2ccc3cc(S(=O)(=O)N4CCCC4)ccc32)c1	-18%	-5%	-10%
Cc1cc2c(c(=O)o1)C(c1cccs1)C(C#N)=C(N)O2 (stereo not drawn)	1%	2%	7%
CN(C)/C=C/C(=O)c1ccc(-n2cccc2)cc1	-5%	-11%	9%
Cn1c(=NC(=O)C2CCN(S(=O)(=O)c3cccs3)CC2)sc2ccccc21	-11%&-19%	1%	-17%
CCOC(=O)N1CCC(NC(=O)C2CCN(C(=O)c3cc4oc(C)cc4n3Cc3c(F)cccc3Cl)CC2)CC1	-3%	-2%	-17%
Cc1ccccc1CNC(=O)CC1C(=O)NCCN1CC1CCCCC1 (stereo not drawn)	9%	1%	-4%
Cc1cc(C)nc(SCC(=O)Nc2ccc(S(=O)(=O)Nc3nccs3)cc2)n1	1%	-7%	1%
CCOc1cccc(/C=C2\NC(=S)N(c3ccccc3)C2=O)c1O	-2%	1%	?
CC(C)N1CN(c2ccccc2)C(=S)N(c2ccccc2)C1	-7%	-1%	0%
Cc1cc(-c2nnnn2-c2ccc(C(F)(F)F)cc2)no1	-2%	1%	0%
C[C@H](CO)N1C[C@H](C)[C@@H](CN(C)S(=O)(=O)c2cn(C)cn2)Oc2ccc(NC(=O)Cn3cnnn3)cc2C1=O	19%	-2%	.
CCCCCCOc1ccc(C(CC(=O)NC)C(=O)O)cc1 (stereo not drawn)	3%	0%	-10%
CCN(CC)CCNC(=O)c1cc(S(=O)(=O)N2CCc3ccccc32)cn1C	-1%	1%	-12%
COC(=O)c1c(NC(=O)C(C)C)sc(C(=O)N2CCOCC2)c1C	-2%	-4%	-7%
Cc1ccc2cccc(SCC(=O)Nc3ccc(F)cc3)c2n1	-5%	2%	2%
COCCNC(=O)c1c(NC(=O)c2cc(=O)c3cc(Cl)ccc3o2)sc2c1CCCC2	15%	-8%	.
O=C(Nc1ccc(Cl)cc1)c1cc(S(=O)(=O)NC2CCCCCC2)ccc1F	-1%	-10%	.
O=C(CSc1ncnc2c1oc1ccccc12)Nc1cccc(C(F)(F)F)c1	19%	-17%	14%
C/C(=N\Nc1nc2ccccc2s1)c1ccc2c(c1)OCO2	-20%	-8%	-19%
CCC(C(=O)N1CCOCC1)n1c2ccccc2c2nc(=O)cc(C)n21 (stereo not drawn)	-3%	-7%	1%
CCOC(=O)NC(NCc1cccc(C(F)(F)F)c1)(C(F)(F)F)C(F)(F)F	-17%	39%[activator]	1%
CCn1cc(C(=O)Nc2ccccc2C(=O)OC)c(=O)c2ccc(C)nc21	.	-4%	23%
CCCc1ccc(C(=O)/C=C/N(C)C)cc1	-1%	-9%	-6%
CCN(CC)CCNC(=O)c1ccccc1N	21%	-2%	8%
Cc1ccc(NC(=O)CCN2C(=O)NC3(CCCC3)C2=O)cc1	-9%	5%	-2%
Cc1ccc(NC(=O)c2cc(NC(=O)c3ccco3)ccc2N2CCCCC2)cc1	-2%	-6%	.
CC(CN1CCCC1)C(=O)NN (stereo not drawn)	2%	-1%	3%
Cc1nnc2sc(SCC(=O)Nc3ccc(Br)cc3)nn2c1=O	-1%	7%	-5%

# Continued.
SMILES	FEN1 inh	GCN5L2 inh	N370S GC mod
COc1cccc(-c2noc(CCC(=O)NCCc3ccccc3)n2)c1	-18%	-9%	-2%
COc1ccc(-n2cc(CN(C)C3CCOCC3)c(-c3cccc(F)c3)n2)cc1	11%	-3%	-5%
CC(C)(C)NCC(O)CON=C1c2ccccc2-c2ccccc21 (stereo not drawn)	?	-6%	-10%
Cc1ccccc1Cn1c2ccccc2c2cnn(CC(=O)NCCc3ccccc3)c(=O)c21	6%	-1%	.
Cc1sc(NC(=O)c2ccco2)nc1-c1ccccc1	-14%	-26%	3%
COc1ccccc1N1CCN(S(=O)(=O)c2ccc(-c3cnc(C4CC4)o3)cc2)CC1	-18%&9%	-8%&1%	-6%
COc1ccc(C)cc1Nc1nc(-c2ccccc2O)nc2ccccc12	-20%	?	22%
Cc1nn(CC(O)COc2ccc3c(c2)CCC3)c(C)c1Br (stereo not drawn)	-2%	32%[activator]	0%
CCOC(=O)CSc1nc2sc3c(c2c(=O)n1CC)CC(C)(C)OC3	-15%	-6%	9%
O=C(NC(N1CCCCCC1)C(Cl)(Cl)Cl)c1ccccc1Cl (stereo not drawn)	14%	4%	1%
COc1ccc(OC)c2c1cc(C(=O)N[C@@H](C)C(=O)N[C@@H](C(=O)O)c1ccccc1)n2C	-19%	-5%	0%
Cc1ccc(N2NC(=O)/C(=C/c3ccc(-c4ccc(Cl)c(C(=O)O)c4)o3)C2=O)cc1C	-1%	-5%	-8%
CC1C(=O)C(C)C(c2ccco2)NC1c1ccco1 (stereo not drawn)	2%	-19%	5%
COc1ccc(NC(=O)Cc2nn(C)c(=O)c3ccccc23)c2ncccc12	.	2%	-7%
CCCC(=O)Nc1ccc2c(c1)nc(CCN1CCN(c3ccccn3)CC1)n2C	-9%	-1%	7%
COc1cc(C(=O)O[C@H]2C/C(C)=C/CC/C(C)=C/[C@@H](O)C2C(C)C)ccc1O (stereo partly drawn)	.	-30%	5%
O=C(CN1C(=O)NC2(CCc3ccccc32)C1=O)Nc1ccc(Br)cc1F (stereo not drawn)	7%	0%	.
S=c1[nH]nc(-c2ccc3ccccc3n2)n1-c1ccccc1Cl	-3%	-9%	1%
CC(=O)O[C@](C)(CCC=C(C)C)C1CC=C(C)CC1 (stereo partly drawn)	.	-2%	20%
O=C(CSc1nnnn1-c1ccc(F)cc1)Nc1ccccc1F	-1%	-4%	0%
Cc1cc(C)c(NC(=S)N(CCN(C)C)Cc2cccs2)c(C)c1	9%	0%	6%
CCC(C(=O)OCC(=O)c1ccc(OC)cc1OC)c1ccccc1 (stereo not drawn)	-19%	-27%	.
O=C(CN1C(=O)NC2(CCCCCCC2)C1=O)NCc1cccs1	-7%	-2%	-1%
Cc1cccnc1NC(=O)C1CCC1	5%	-11%	.
Cc1ccc(NC(=O)c2cc([N+](=O)[O-])ccc2NCc2cccnc2)cc1	0%	-19%	-16%

# The closing 5 compounds of the section before lead into the next.
SMILES	FEN1 inh	GCN5L2 inh	N370S GC mod
Cc1cc(C)c(NC(=S)N(CCN(C)C)Cc2cccs2)c(C)c1	9%	0%	6%
CCC(C(=O)OCC(=O)c1ccc(OC)cc1OC)c1ccccc1 (stereo not drawn)	-19%	-27%	.
O=C(CN1C(=O)NC2(CCCCCCC2)C1=O)NCc1cccs1	-7%	-2%	-1%
Cc1cccnc1NC(=O)C1CCC1	5%	-11%	.
Cc1ccc(NC(=O)c2cc([N+](=O)[O-])ccc2NCc2cccnc2)cc1	0%	-19%	-16%
CN(C)c1ccccc1-c1csc(N2CCC(C(N)=O)CC2)n1	14%	-6%&1%	.
CC(=O)Nc1ncc(Cc2ccc(Cl)cc2Cl)s1	-1%	-7%	7%
O=c1[nH]c(=O)n(Cc2ccco2)c2c1C(C(F)(F)F)(C(F)(F)F)N=C(Cc1ccccc1)N2	6%	-7%	8%
COc1ccc(S(=O)(=O)n2nc(-c3cc(OC)c(OC)c(OC)c3)cc2N)cc1OC	-24%	-2%	-11%
CCCc1[nH]n(-c2ccc([N+](=O)[O-])cc2)c(=O)c1C(C)=NCc1ccncc1	-19%	-13%	-16%
Cc1cccc(C)c1NC(=O)Cn1cc(C=O)c2ccccc21	-6%	-10%	-4%
O=C(CCCSc1nnnn1-c1ccccc1)c1ccc(F)cc1	.	-1%	11%
O=C(O)CC(c1cccc(O)c1)N1Cc2ccccc2C1=O (stereo not drawn)	0%	27%	-1%
N#CC1=C(N)Oc2n[nH]c(-c3cccs3)c2C1c1ccncc1 (stereo not drawn)	-3%	3%	-8%
NC(=S)N/N=C/c1ccc(-c2ccc(SC(F)F)cc2)o1	-21%	2%	7%
Cn1ccc(C(=O)N/N=C/c2cccnc2)n1	14%	-4%	-3%
CCCCc1nc(NCCNC(=O)c2ccco2)c(C#N)c2c1CSC(C)(C)C2	-6%	-38%	2%
COc1ccc(N2C(=O)CSC23C(=O)N(CC(=O)NC2CCCC2)c2ccccc23)cc1 (stereo not drawn)	-3%	1%	0%
COc1cccc(CN2CCN(S(=O)(=O)c3ccc(Br)cc3)CC2)c1	3%	-2%	-8%

# A section from the list above, as a working copy:
SMILES	FEN1 inh	GCN5L2 inh	N370S GC mod
CCc1cc(=O)oc2cc(C)cc(OCC(=O)NC3CC3)c12	19%	-9%	-2%
O=C(CCN1C(=O)c2ccccc2C1=O)NCc1ccccc1	22%	-6%	-1%
